Screening data (PubChem)
Tb PYK inh = blocks Trypanosoma brucei pyruvate kinase. Q57TT1. TbPYK enzyme, Kinase-Glo Plus ATP luminescence, 45 min. Potency, µM (titrated, usually from 76.8 µM), for inactives: at the top dose activity, negative = inhibition, hits mostly inhibitors. 410,000 compounds, 0.12% hits. AID 624173; note: potency is the fitted concentration of half-maximal effect; % is set by controls: 0 for no effect and ±100 for the full control effect; nearly all actives have a fitted effect of over 50% in size
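Activity of T. brucei pyruvate kinase was followed by Kinase-Glo Plus luminescence after the enzyme reacted 45 min at room temperature with 130 uM ADP (final) and substrate. Test compounds were added before ADP at multiple concentrations.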
Pf growth 48h = P. falciparum growth inhibition at 48 hours (one generation) | P. falciparum luciferase growth in erythrocytes, 48 h | Potency, µM (top dose mostly 28.7 µM), for inactives: at the top dose activity change, negative = inhibition, actives largely listed as inhibitors | 310,000 compounds, 5.9% hits | AID 504832; note: potency is the fitted concentration of half-maximal effect; % is set by controls: 0 for no effect and ±100 for the full control effect
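First compound was added to culture medium, then infected red cells at 0.1% parasitemia and 2% hematocrit (final). After incubation at 37 C under 5% CO2, luciferase detection reagent was dispensed and light output recorded.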
Pf growth 96h = inhibits malaria parasite growth, 96 h. AID 504834. Potency, µM (titrated, usually from 28.7 µM), inactives show at the highest dose activity change, negative = inhibition, most hits filed as inhibitors. P. falciparum luciferase reporter growth, 96 h. 320,000 compounds, 6.9% hits; note: potency is the fitted concentration of half-maximal effect; % is set by controls: 0 for no effect and ±100 for the full control effect
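Parasite growth measured via integrated firefly luciferase reporter in P. falciparum. Infected erythrocytes at 2% hematocrit, 0.05% parasitemia final were treated 96 hours at 37 C under 5% CO2, and luminescence was read.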
Shiga toxin inh = Shiga toxin inhibition | Vero cells, Shiga toxin protein synthesis inhibition reporter | inhibition, % at 38.7 µM | 290,000 compounds, 9.2% hits | AID 2315; in the data active = inhibition mostly above about 28%, no sharp cut-off; inactive = mostly below about 43%; note: 0% is about no effect
Cycloheximide cs = affects cycloheximide protein synthesis inhibition readout, counter-screen | cell reporter, cycloheximide protein synthesis inhibition counterscreen | max response, % | 300,000 compounds, 12% hits | AID 2314; in the data active = max response mostly above about 13%, no sharp cut-off; inactive = mostly below about 14%; note: read at 38.3 µM for the half of the compounds with a filed dose; 0% is about no effect
AMA1-RON2 inh = disrupts binding of P. falciparum AMA1 to RON2; Potency, µM (top dose mostly 58.2 µM), inactives show at the top dose activity change, negative = inhibition, most hits filed as inhibitors; 360,000 compounds, 0.2% hits; AlphaScreen AMA1-biotinylated RON2 peptide binding;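 note: potency is the fitted concentration of half-maximal effect; 0% = vehicle wells and -100% = peptide control; nearly all actives have a fitted effect of over 45% in size; some results filed as inactive show a strong effect at the top dose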
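AMA1 (3D7) with his tag at 25 nM final met compounds first, then biotinylated RON2 peptide at 25 nM; detection used donor plus acceptor beads, 10 µg/mL apiece, read by AlphaScreen after 30 min at room temperature.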
LmPK inhibitor = LmPK (Leishmania mexicana) enzyme inhibition. Q27686. 290,000 compounds, 0.37% hits. purified LmPK, Kinase-Glo ATP luminescence, 1 h. Potency, µM (doses to about 57.5 µM), for inactives: top-dose activity change, negative = inhibition, usual class: inhibitors; note: potency is the fitted concentration of half-maximal effect; % is set by controls: 0 for no effect and ±100 for the full control effect
Target sequence (Q27686 whole entry, looked up): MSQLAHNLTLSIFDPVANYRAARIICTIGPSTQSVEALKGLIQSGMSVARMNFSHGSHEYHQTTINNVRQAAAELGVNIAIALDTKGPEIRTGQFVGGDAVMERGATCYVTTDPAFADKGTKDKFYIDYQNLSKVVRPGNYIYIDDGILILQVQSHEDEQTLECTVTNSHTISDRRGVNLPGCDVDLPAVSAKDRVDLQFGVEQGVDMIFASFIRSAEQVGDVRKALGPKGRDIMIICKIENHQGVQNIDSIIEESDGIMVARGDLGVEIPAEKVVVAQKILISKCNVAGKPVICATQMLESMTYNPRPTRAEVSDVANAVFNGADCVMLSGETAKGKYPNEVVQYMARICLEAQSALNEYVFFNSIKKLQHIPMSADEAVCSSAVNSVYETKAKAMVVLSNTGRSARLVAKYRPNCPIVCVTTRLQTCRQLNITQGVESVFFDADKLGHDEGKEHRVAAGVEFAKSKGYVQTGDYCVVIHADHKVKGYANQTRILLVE
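0.1 nM LmPK, 0.5 mM PEP, 0.1 mM ADP; 50 mM imidazole pH 7.2, 7 mM MgCl2, 50 mM KCl; 1 h RT. Kinase-Glo luminescence readout, normalized to no-enzyme (full inhibition) and uninhibited wells.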
An asterisk follows results filed as active; [ ] = another dose, or the depositor's remark. Unless noted, calls come from the whole dose curve; as a rule, active = well fitted curve in the direction sought with a large enough effect; inconclusive = small, poorly fitted or top-dose-only effect, or another doubt; inactive = no such curve, though single readings can be large; an effect the other way counts as inactive or inconclusive.

Results for CCCN1CCC(=O)N([C@H](CO)CC(C)C)CC1 ?
Tb PYK inh: 0%; Pf growth 48h: -4%; Pf growth 96h: -9%; Shiga toxin inh: 6; Cycloheximide cs: -3; AMA1-RON2 inh: 7%; LmPK inhibitor: 3%

How did CCN(CC)S(=O)(=O)c1cc(NC(=O)CNc2cccc(S(=O)(=O)N3CCCC3)c2)ccc1C do in these assays?
Tb PYK inh: 1%; Pf growth 48h: 12µM*; Pf growth 96h: inconclusive; AMA1-RON2 inh: -12%

What do the screens show for `O=C1Cc2ccccc2C(c2ccc(Cl)cc2)N1` (centres undefined)?
Tb PYK inh: 6%; Pf growth 48h: inconclusive; Pf growth 96h: -22%; Shiga toxin inh: 3; Cycloheximide cs: -3; AMA1-RON2 inh: -14%; LmPK inhibitor: 4%

How did CCc1nc2ccc(C(=O)Nc3ccc4c(c3)OCO4)cc2nc1CC do in these assays?
Tb PYK inh: 7%; Pf growth 48h: 37%[activator]; Pf growth 96h: inconclusive; Shiga toxin inh: 35; Cycloheximide cs: 27*; AMA1-RON2 inh: -16%; LmPK inhibitor: -9%

Results for CCN(C(=O)c1sc(N)c(C#N)c1C)C1CCCCC1 ?
Tb PYK inh: -8%; Pf growth 48h: 5%; Shiga toxin inh: 27; Cycloheximide cs: -4; AMA1-RON2 inh: 2%; LmPK inhibitor: -9%

What do the screens show for `CN(C)Cc1c(O)ccc2c1O/C(=C\C=C\c1ccccc1)C2=O`?
Tb PYK inh: 0%; Pf growth 48h: 1.7µM*; Pf growth 96h: -8%; Shiga toxin inh: 18; Cycloheximide cs: 13*; AMA1-RON2 inh: 0%; LmPK inhibitor: -1%

Results for Cc1ccc(N2C(=O)N(CC(=O)N3CCOCC3)C(=O)C2C)cc1 (centres undefined) ?
Tb PYK inh: 3%; Pf growth 48h: 5%; Pf growth 96h: 10%; Shiga toxin inh: 13; Cycloheximide cs: 8; AMA1-RON2 inh: -14%; LmPK inhibitor: -7%

What do the screens show for `S=c1[nH]nc(-c2cc(-c3ccccc3)n[nH]2)n1/N=C/c1ccccc1`?
Tb PYK inh: inconclusive; Pf growth 48h: -12%; Pf growth 96h: -1%; Shiga toxin inh: -4; Cycloheximide cs: 1; AMA1-RON2 inh: 108%[activator]; LmPK inhibitor: -3%

What do the screens show for `COc1ccc(NS(=O)(=O)c2cc(NC(=O)COc3ccccc3F)ccc2OC)cc1`?
Tb PYK inh: -2%; Pf growth 48h: inconclusive; Pf growth 96h: inconclusive; AMA1-RON2 inh: 2%

Results for COc1c([N+](=O)[O-])c(=O)oc2ccccc12 ?
Tb PYK inh: -9%; Pf growth 48h: 5%; Pf growth 96h: inconclusive; Shiga toxin inh: -7; Cycloheximide cs: -3; AMA1-RON2 inh: 9%; LmPK inhibitor: -16%

What do the screens show for `CCc1ccccc1NC(=S)N(Cc1ccc(C(=O)O)cc1)Cc1ccc(OC)c(OC)c1`?
Tb PYK inh: -1%; Pf growth 48h: inconclusive; Pf growth 96h: inconclusive; Shiga toxin inh: 19; Cycloheximide cs: 7; AMA1-RON2 inh: -9%; LmPK inhibitor: 2%

What do the screens show for `CCC(=O)Nc1cc(-c2nn3c(C)nnc3s2)ccc1C`?
Tb PYK inh: -1%; Pf growth 48h: 18%; Pf growth 96h: 7%; Shiga toxin inh: 13; Cycloheximide cs: 16; AMA1-RON2 inh: 0%; LmPK inhibitor: -9%

The last 2 compounds of the part before lead into the next:
What do the screens show for `CCc1ccccc1NC(=S)N(Cc1ccc(C(=O)O)cc1)Cc1ccc(OC)c(OC)c1`?
Tb PYK inh: -1%; Pf growth 48h: inconclusive; Pf growth 96h: inconclusive; Shiga toxin inh: 19; Cycloheximide cs: 7; AMA1-RON2 inh: -9%; LmPK inhibitor: 2%

What do the screens show for `CCC(=O)Nc1cc(-c2nn3c(C)nnc3s2)ccc1C`?
Tb PYK inh: -1%; Pf growth 48h: 18%; Pf growth 96h: 7%; Shiga toxin inh: 13; Cycloheximide cs: 16; AMA1-RON2 inh: 0%; LmPK inhibitor: -9%

What do the screens show for `Cc1ccc(NC(=O)NC2=NN(c3ccccc3)C(=O)/C2=C2/CCCN2C)cc1`?
Tb PYK inh: 1%; Pf growth 48h: 206%[activator]; Pf growth 96h: 52%; Shiga toxin inh: 90*; Cycloheximide cs: 27*; AMA1-RON2 inh: 11%; LmPK inhibitor: -10%

How did CC1(C)CC(=O)C(C=NCC2CCN(C(=O)Nc3ccc(Cl)c(Cl)c3)CC2)=C(O)C1 do in these assays?
Tb PYK inh: 0%; Pf growth 48h: 3%; Pf growth 96h: 13%; Shiga toxin inh: 15; Cycloheximide cs: -2; AMA1-RON2 inh: 7%; LmPK inhibitor: 5%

Results for O=C(Cn1c(=O)oc2cc(S(=O)(=O)N3CCCCC3)ccc21)N1CCCCC1 ?
Tb PYK inh: 2%; Pf growth 48h: -3%; Pf growth 96h: inconclusive; Shiga toxin inh: -3; Cycloheximide cs: -3; AMA1-RON2 inh: 0%; LmPK inhibitor: -2%

How did c1ccc(Nc2ncnc3sccc23)cc1 do in these assays?
Tb PYK inh: -3%; Pf growth 48h: 25%; Pf growth 96h: 18%; Shiga toxin inh: 34; Cycloheximide cs: 8; AMA1-RON2 inh: 7%; LmPK inhibitor: -5%

How did CC(C)(C)CC(C)(C)c1ccc(O)c(-n2nc3ccccc3n2)c1 do in these assays?
Tb PYK inh: -9%; Pf growth 48h: inconclusive; Pf growth 96h: 1%

What do the screens show for `OC(C#CCN1CCCC1)(c1ccccc1)c1cccc(F)c1` (centres undefined)?
Tb PYK inh: -7%; Pf growth 48h: -23%; Pf growth 96h: -14%; Shiga toxin inh: -6; Cycloheximide cs: -2; AMA1-RON2 inh: 3%; LmPK inhibitor: 1%

How did CCn1nnc(-c2ccccc2NC(=O)c2ccc(-n3cnnn3)cc2)n1 do in these assays?
Tb PYK inh: -13%; Pf growth 48h: 3%; Pf growth 96h: 0%; Shiga toxin inh: -7; Cycloheximide cs: -2; AMA1-RON2 inh: 4%; LmPK inhibitor: 2%

What do the screens show for `CNC(=O)C(=O)NCC1OCCN1S(=O)(=O)c1ccc(C)cc1` (centres undefined)?
Tb PYK inh: 0%; Pf growth 48h: 7%; Pf growth 96h: 22%; Shiga toxin inh: -29; Cycloheximide cs: 1; AMA1-RON2 inh: 6%; LmPK inhibitor: -17%

How did CCCOC(=O)C1=C(C)NC2=C(C(=O)CCC2)C1c1ccc(N(C)C)cc1 (centres undefined) do in these assays?
Tb PYK inh: -4%; Pf growth 48h: inconclusive; Pf growth 96h: inconclusive; Shiga toxin inh: -9; Cycloheximide cs: -4; AMA1-RON2 inh: -15%; LmPK inhibitor: -3%

What do the screens show for `NC(=O)CSCc1cccc(Br)c1`?
Tb PYK inh: 3%; Pf growth 48h: 22%; Shiga toxin inh: 6; Cycloheximide cs: 5; AMA1-RON2 inh: -2%; LmPK inhibitor: 8%

What do the screens show for `Cc1cc(NC(=O)CCC(=O)N(CC(=O)NC2CCCC2)Cc2ccc3c(c2)OCO3)no1`?
Tb PYK inh: 1%; Pf growth 48h: 8%; Pf growth 96h: inconclusive; Shiga toxin inh: 20; Cycloheximide cs: 0; AMA1-RON2 inh: -3%; LmPK inhibitor: 2%

What do the screens show for `CCC(C)Sc1nnc(CSc2nc(C)cc(C)n2)n1C` (centres undefined)?
Tb PYK inh: -6%; Pf growth 48h: inconclusive; Pf growth 96h: 13µM*; Shiga toxin inh: 2; Cycloheximide cs: 9; AMA1-RON2 inh: 4%; LmPK inhibitor: 1%

How did CCn1c(CC(=O)Nc2ccc(C)cc2)nnc1SCC(=O)N1CCOCC1 do in these assays?
Tb PYK inh: 0%; Pf growth 48h: 0%; Pf growth 96h: 0%; Shiga toxin inh: -6; Cycloheximide cs: -2; AMA1-RON2 inh: -6%; LmPK inhibitor: 1%

How did CC1=C(C(N)=O)C(c2cccs2)NC(=S)N1 (centres undefined) do in these assays?
Tb PYK inh: 2%; Pf growth 48h: 13%; Pf growth 96h: 15%; Shiga toxin inh: 9; Cycloheximide cs: 1; AMA1-RON2 inh: 22%; LmPK inhibitor: 3%

What do the screens show for `CNC(=S)Nc1ccc(N2CCN(c3ccc(C(F)(F)F)cn3)CC2)nc1`?
Tb PYK inh: -6%; Pf growth 48h: inconclusive; Pf growth 96h: 6%; Shiga toxin inh: -6; Cycloheximide cs: -1; AMA1-RON2 inh: 1%; LmPK inhibitor: -1%

How did COc1ccc(CN(C)C(=O)c2ccc3ccccc3n2)cc1F do in these assays?
Tb PYK inh: 2%; Pf growth 48h: 20%; Pf growth 96h: 24%; Shiga toxin inh: -9; Cycloheximide cs: -5; AMA1-RON2 inh: -4%; LmPK inhibitor: -10%

What do the screens show for `CCOc1ccc(N2C(=O)CC(Sc3nc(C)cc(C)n3)C2=O)cc1` (centres undefined)?
Tb PYK inh: 4%; Pf growth 48h: 10%; Pf growth 96h: 35%[activator]; Shiga toxin inh: -2; Cycloheximide cs: 6; AMA1-RON2 inh: -1%; LmPK inhibitor: -2%

Results for Cc1nn(-c2ccccc2)c(C)c1C(=O)NCCc1ccccc1 ?
Tb PYK inh: 1%; Pf growth 48h: 63%[activator]; Pf growth 96h: 79%[activator]; Shiga toxin inh: 74*; Cycloheximide cs: 33*; AMA1-RON2 inh: 2%; LmPK inhibitor: 0%

How did CCCOc1ccc(CNC(=O)CCC(=O)n2ncc3cc(C)ccc32)cc1 do in these assays?
Tb PYK inh: -16%; Pf growth 48h: 32%[activator]; Pf growth 96h: 103%[activator]; Shiga toxin inh: -4; Cycloheximide cs: -3; AMA1-RON2 inh: 4%; LmPK inhibitor: 0%

Results for COc1ccc(CC(=O)N2CCN(C(=O)Cc3ccc(OC)cc3)CC2)cc1 ?
Tb PYK inh: -3%; Pf growth 48h: -28%; Pf growth 96h: 3.3µM*; Shiga toxin inh: -8; Cycloheximide cs: -2; AMA1-RON2 inh: 1%; LmPK inhibitor: 4%

How did CCOCCCNC(=O)C1(O)c2cc(Br)ccc2NC(=O)N1c1ccc(C)c(C)c1 (centres undefined) do in these assays?
Tb PYK inh: -3%; Pf growth 48h: -7%[0.00184 µM]; Pf growth 96h: 15%; Shiga toxin inh: -8; Cycloheximide cs: -3; AMA1-RON2 inh: -5%; LmPK inhibitor: -3%

How did Cc1cccc(C(=O)N2CCN(S(=O)(=O)c3ccc4c(c3)OCCCO4)CC2)c1[N+](=O)[O-] do in these assays?
Tb PYK inh: 5%; Pf growth 48h: -24%; Pf growth 96h: inconclusive; Shiga toxin inh: 13; Cycloheximide cs: -4; AMA1-RON2 inh: 4%; LmPK inhibitor: -9%

Results for O=C(NCCN1C(=O)S/C(=C/c2cccnc2)C1=O)c1cccs1 ?
Tb PYK inh: -1%; Pf growth 48h: inconclusive; Pf growth 96h: inconclusive; AMA1-RON2 inh: 6%

How did Cc1nc2ccc(NC(=O)N(C(C)C)C(C)C)cc2s1 do in these assays?
Tb PYK inh: -8%; Pf growth 96h: 53%[activator]; Shiga toxin inh: 53*; Cycloheximide cs: 35*; AMA1-RON2 inh: 2%; LmPK inhibitor: -1%
